West Nile virus CPE: West Nile virus antiviral activity, cell-based, CPE readout (AID 1621). West Nile virus-infected cells, CPE inhibition; higher % means a stronger effect. CPE inhibition, % at 10 µM, or IC50 in µM where a hit was titrated. hit rate 0.02% among 290,000; in the data active means a potency from the dose series; inconclusive means CPE inhibition mostly from about 3.7% at the one dose, without a potency; inactive means the rest, 99 in 100 with CPE inhibition below about 2.2%; further: strong numbers were not always called active
PhoP inhibition: inhibitors of PhoP regulon expression, primary screen, Salmonella Typhimurium, GFP reporter (AID 1863); S. Typhimurium PhoP-regulated promoter GFP reporter, 4 h; higher % means a stronger effect; inhibition, % at 50 µM, or IC50 in µM where a hit was titrated; hit rate 0.16% among 300,000;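 active means inhibition over 29.93%, a cutoff 3 SD above the screen mean, later confirmed by dose response; inconclusive means inhibition over 29.93% but no dose response follow-up; inactive means inhibition at most 29.93% or unconfirmed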;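 further: 0% = low Mg2+ inducing control and 100% = high Mg2+ repressing control; strong numbers were not always called active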
RSV CPE inhibition: RSV antiviral activity via CPE protection, HEp-2 cells, primary 10 µM value included (AID 2391) | HEp-2 cells, RSV-induced CPE inhibition; higher % means a stronger effect | CPE inhibition, % at 10 µM; hits with a dose series show IC50 in µM | hit rate 0.13% among 310,000; in the data active means a potency from the dose series; inconclusive means CPE inhibition mostly from about 23% at the one dose, without a potency; inactive means the rest, 99 in 100 with CPE inhibition below about 21%; further: strong numbers were not always called active
TNAP activators: human TNAP enzyme activators, primary screen, biochemical, luminescent, no phosphate acceptor, uHTS (AID 1001) | purified TNAP, luminescent activation assay, no phosphate acceptor; higher activation fold means a stronger effect | one-dose activation fold at 20 µM; EC50 in µM for titrated hits | hit rate 0.03% among 200,000; in the data active means activation fold from about 3, or a potency from the dose series; inactive means the rest, 99 in 100 with activation fold below about 1.6; further: many of its hits are not listed in these tables
CSM14.1 death rescue: rescue of cells from ER stress-induced death, primary screen, 384-well, CSM14.1, thapsigargin, ATP luminescence (AID 1222); CSM14.1 thapsigargin-induced death rescue, ATP luminescence; higher % means a stronger effect; cellular ATP content (survival), % at 20 µM; hits with a dose series show EC50 in µM; 190,000 tested, under 10 active;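 active means EC50 below 50 µM in the dose-response confirmation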;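 further: death triggered by thapsigargin at about 15 µM added after 2 h compound pretreatment; cell ATP read after overnight thapsigargin exposure of roughly 18 to 22 hours; normalized against plate controls of thapsigargin alone and 5% DMSO vehicle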
Large T inhibition: SV40 large T antigen inhibitors, biochemical (AID 1903); SV40 large T antigen ATPase/helicase inhibition assay; higher % means a stronger effect; inhibition, % at 20 µM; hits with a dose series show IC50 in µM; hit rate 0.39% among 310,000; in the data active means a potency from the dose series; inconclusive means inhibition mostly from about 32% at the one dose, without a potency; inactive means the rest, 99 in 100 with inhibition below about 32%; further: strong numbers were not always called active
PMI inhibition: human PMI inhibitors, high substrate, primary screen, biochemical, fluorescence intensity, high mannose 6-phosphate (AID 1220); inhibition, % at 20 µM, or IC50 in µM where a hit was titrated; recombinant PMI enzyme, coupled fluorescence intensity; higher % means a stronger effect; hit rate 0.66% among 190,000
PMI inhibitors: inhibitors of human PMI, primary screen, biochemical, fluorescence intensity, coupled assay (AID 1209) | purified PMI enzyme, coupled fluorescence intensity; higher % means a stronger effect | inhibition, % at 20 µM; hits with a dose series show IC50 in µM | hit rate 0.42% among 190,000;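 further: plate controls were DMSO vehicle for no effect and wells lacking substrate for full effect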
Insulin prom up: MIN6 insulin promoter up-regulation; MIN6 insulin promoter-GFP reporter, high-content imaging; active compounds read high; z-score at 5 µM; hit rate 0.3% among 190,000; AID 1625;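 active means z-score above 3 at 5 µM with at least 500 cells counted in the well; inconclusive means wells under 500 cells, flagged as cytotoxic or low count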
Insulin prom up cell count: second read-out of Insulin prom up, no call of its own (marks repeat the call); cell count; measured here: cytotoxicity, nuclei count;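 total cells summed across four imaged fields per well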
The depositor's hits bear a star; u = inconclusive; x = no result given; & = joins results of further samples. Unless noted, no stated cut-off is given here; in the data, active means inhibition above about 50%; inactive means the rest.

1. Cc1c(O)ccc2c(CC(=O)N[C@@H](Cc3ccccc3)C(=O)O)cc(=O)oc12
2. CC(=O)Nc1ccc(OS(=O)(=O)c2ccc([N+](=O)[O-])cc2)cc1
3. N#Cc1ccc(/C=C/C(=O)c2cccnc2)cc1
4. CN(C)CCOC(=O)C1(c2ccccc2)CCOCC1
5. COc1cc(/C=C2/SC(=O)NC2=O)ccc1Oc1ccc([N+](=O)[O-])cc1[N+](=O)[O-]
6. Cc1ccc2nc3c(cc(C(=O)NCC4CCCO4)c(=N)n3CCCOC(C)C)c(=O)n2c1 (stereo not given)
Compound,1,2,3,4,5,6
West Nile virus CPE,-0.7%,1.4%,-0.2%,0.3%&-0.1%,1.1%,-0.4%
PhoP inhibition,6%,-1%,-7%,-18%&-4%,-1%,1%
RSV CPE inhibition,-0.1%,-2.6%,5.5%,-0.1%&3.8%,-0.3%,0.2%
TNAP activators,x,1.1,1,1.1&1.1,x,1.1
CSM14.1 death rescue,x,1.3%,-1.8%,-0.7%&-0.3%,x,1.5%
Large T inhibition,9%,12%,17%,1%&4%,x,5%
PMI inhibition,x,6%,0%,2%&9%,x,2%
PMI inhibitors,x,1%,-8%,-1%&2%,x,-1%
Insulin prom up,x,-0.57,-0.53,-0.06&0.19,0.1,-0.47
Insulin prom up cell count,x,1324,1241,1431&1378,844,1104

7. O=C(O)/C=C\C(=O)Nc1ccc(F)c(F)c1F
8. CS(=O)(=O)N1CCC(C(=O)Nc2cccc(Cl)c2Cl)CC1
9. CN(C)S(=O)(=O)c1ccc2c(c1)nc(CCC(=O)NCc1ccc(Cl)cc1)n2C
10. Cn1nc(C(F)(F)F)c(-c2ccc(Br)cc2)c1NC(=O)c1nccnc1C(=O)O
11. CC1CCc2c(sc3ncn(CCO)c(=O)c23)C1 (stereo not given)
12. CCCn1nnnc1NC(=O)c1cc(Cl)ccc1Cl
Compound,7,8,9,10,11,12
West Nile virus CPE,0.8%,0.1%,-0.2%,0.0%,-0.6%,x
PhoP inhibition,3%,0%,10%,-1%,0%,-10%
RSV CPE inhibition,-0.8%,1.6%,0.5%,2.4%,0.1%,5.1%
TNAP activators,x,x,1.1,x,1.1,1.2
CSM14.1 death rescue,x,x,2.6%,x,3.0%,-2.4%
Large T inhibition,9%,7%,-6%,14%,7%,6%
PMI inhibition,x,x,4%,x,-5%,0%
PMI inhibitors,x,x,4%,x,-5%,13%
Insulin prom up,x,x,-1,0.33,x,0.68
Insulin prom up cell count,x,x,1583,1214,x,1331

13. COC(=O)c1c(C)[nH]c(C)c1-c1ccc([N+](=O)[O-])cc1
14. NC(=O)c1ccc[n+](CC(=O)c2ccccc2)c1
15. Cc1ccc(CNc2nc(-c3cccnc3)nc3ccccc23)cc1
16. Cc1ccc(C(CC(=O)O)C2CCOC(C)(C)C2)cc1 (stereo not given)
17. Clc1ccc(OCCn2ccnc2)cc1Cl
18. Cc1cccc(-n2ncc(C(=O)NC3CCCC3)c2C2CCN(C(=O)OC(C)(C)C)CC2)c1
Compound,13,14,15,16,17,18
West Nile virus CPE,-0.8%,0.6%,-0.2%,0.8%,-1.5%,1.2%
PhoP inhibition,1%,3%,6%,-2%,15%,0%
RSV CPE inhibition,3.2%,1.7%,u,0.3%,1.6%,0.4%
TNAP activators,1.1,x,x,1.2,x,x
CSM14.1 death rescue,2.5%,x,x,-1.1%,x,x
Large T inhibition,3%,5%,19%,7%,4%,6%
PMI inhibition,-4%,x,x,-2%,x,x
PMI inhibitors,-2%,x,x,0%,x,x
Insulin prom up,-0.21,0.59,x,-0.04,x,x
Insulin prom up cell count,1238,895,x,889,x,x

19. O=C(COC(=O)CN1C(=O)c2cccc([N+](=O)[O-])c2C1=O)NC1CCS(=O)(=O)C1 (stereo not given)
20. Cc1ccc(CNC(=O)C2CCC(=O)N(Cc3ccc(Cl)cc3)C2)cc1F (stereo not given)
21. O=C1c2cccc3c([N+](=O)[O-])ccc(c23)C(=O)N1CCc1ccccn1
22. Cc1cc(/C=N/NC(N)=S)c(C)n1-c1cccc(Cl)c1
23. CCOC(=O)C1=C(C)N(c2ccc(C)c(C)c2)C(=O)/C1=C\c1ccco1
24. COc1cccc2c1cc1c(=O)n(CC(=O)NCCCN3CCCCC3)nc(C)n12
Compound,19,20,21,22,23,24
West Nile virus CPE,0.1%,-0.9%,-0.1%,-0.8%,0.4%,-0.6%
PhoP inhibition,-4%,-2%,-41%,-7%,-7%,-8%
RSV CPE inhibition,-1.1%,1.0%,48%,7.7%,2.8%,0.1%
TNAP activators,x,x,x,1.1,1,x
CSM14.1 death rescue,x,x,x,0.1%,0.3%,x
Large T inhibition,7%,13%,2%,5%,8%,3%
PMI inhibition,x,x,x,-33%,0%,x
PMI inhibitors,x,x,x,-28%,4%,x
Insulin prom up,0.27,x,1.2,-0.2,-0.58,x
Insulin prom up cell count,1409,x,798,1576,1597,x

25. COC(=O)CCCNC(=O)CC1C(=O)NCCN1Cc1ccoc1 (stereo not given)
26. CCCCN1C(=O)C2C3C=CC(C2C1=O)C1C2C(=O)N(CCCC)C(=O)C2C31 (stereo not given)
27. CC1CCCCC1NC(=O)CO/N=C/c1ccc(OC(F)F)cc1 (stereo not given)
28. Cc1cc(C)c(NC(=O)CC(C)(C)C)c(Cl)c1
29. Cc1ccc(S(=O)(=O)N2CCC(C(=O)NC3CCCC3)CC2)cc1Cl
30. COc1ccc(C(=O)c2sc3nc(C)cc(-c4cccs4)c3c2N)cc1OC
Compound,25,26,27,28,29,30
West Nile virus CPE,0.5%,-0.6%,-1.4%,0.2%,-0.2%,-0.4%
PhoP inhibition,-3%,-11%,0%,12%,7%,-38%
RSV CPE inhibition,1.6%,1.7%,0.0%,1.5%,5.4%,3.8%
TNAP activators,1.1,0.9,1.1,1.1,x,1
CSM14.1 death rescue,0.5%,-3.2%,-0.2%,-0.8%,x,-1.5%
Large T inhibition,23%,4%,2%,0%,6%,19%
PMI inhibition,2%,38%,2%,-8%,x,-7%
PMI inhibitors,7%,8%,4%,-5%,x,-17%
Insulin prom up,-0.28,1.5,1,-0.45,x,2.5
Insulin prom up cell count,1241,1299,1652,1226,x,1050

Values by screen from the list.
PhoP inhibition, entries 25 to 30: -3%, -11%, 0%, 12%, 7%, -38%
Insulin prom up, entries 25 to 30: -0.28, 1.5, 1, -0.45, x, 2.5
PMI inhibition, entries 25 to 30: 2%, 38%, 2%, -8%, x, -7%

Remaining list, next part.
31. COC(=O)C(NC(C)=O)(Nc1nc2ccc(S(C)(=O)=O)cc2s1)C(F)(F)F (stereo not given)
32. CCN1CCN(CC(=O)n2c3c(c4ccccc42)CC(C)CC3)CC1 (stereo not given)
33. O=C(c1ccc2nc(N3CCCCC3)sc2c1)N1CCN(c2ccccn2)CC1
34. Cc1ccc(/C=N/c2sc3c(c2C#N)CCC3)o1
35. CCN(Cc1cccc(F)c1)C(=O)c1ccc2ccccc2n1
36. COc1ccc(N2CCN(C(=O)COc3ccccc3)CC2)cc1
Compound,31,32,33,34,35,36
West Nile virus CPE,0.4%,1.0%,x,0.0%,-0.9%,-0.7%
PhoP inhibition,-1%,3%,x,0%,-3%,4%
RSV CPE inhibition,2.0%,0.3%,0.7%,2.7%,3.2%,1.4%
TNAP activators,1.1,1.2,1.1,0.9,x,1.1
CSM14.1 death rescue,0.3%,x,-3.2%,-1.9%,x,0.8%
Large T inhibition,25%,-3%,x,16%,1%,19%
PMI inhibition,3%,2%,15%,14%,x,0%
PMI inhibitors,7%,11%,18%,17%,x,-1%
Insulin prom up,-0.15,-0.48,2,0.6,x,0.84
Insulin prom up cell count,1526,1287,1553,1333,x,1641

37. COc1ccc(-c2csc(NC(=O)C(CC(=O)O)N3CCOCC3)n2)cc1 (stereo not given)
38. COc1ccc(/C=N/NC(=O)c2ccco2)cc1Cn1nc(C)c([N+](=O)[O-])c1C
39. CC(=O)c1ccc(OCc2ccccc2)c(C)c1O
40. CC(=O)Nc1ccc(Nc2ccc(N3C(=O)CCCC3=O)cc2[N+](=O)[O-])cc1
41. CCOc1ccc(N=Cc2c(C)[nH]n(-c3nc4ccccc4[nH]3)c2=O)cc1
42. COc1ccc(N2CCN(C(=O)COc3cccc4ccccc34)CC2)cc1
Compound,37,38,39,40,41,42
West Nile virus CPE,0.8%,0.7%,0.3%,1.3%,-1.4%,-0.1%
PhoP inhibition,-4%,-6%,0%,-11%,-14%,5%
RSV CPE inhibition,1.9%,u,-0.1%,1.0%,-1.6%,8.4%
TNAP activators,x,1.2,1.1,0.9,1.7,x
CSM14.1 death rescue,x,-1.3%,7.6%,0.2%,-2.2%,x
Large T inhibition,11%,5%,16%,9%,11%,12%
PMI inhibition,x,-2%,0%,5%,17%,x
PMI inhibitors,x,3%,-3%,5%,13%,x
Insulin prom up,x,-0.12,-0.21,-0.4,x,x
Insulin prom up cell count,x,1335,1291,1075,x,x

43. COc1ccc(N2CCN(S(=O)(=O)c3ccc4c(c3)CCCC4)CC2)c([N+](=O)[O-])c1
44. O=C(O)CC(CC(=O)N1CCN(C(=O)c2ccco2)CC1)c1ccccc1 (stereo not given)
45. O=C(NC1CCCCC1)C(c1ccccc1)N1CCCC1 (stereo not given)
46. O=C(NCC1CCCCC1)C1(CC2CC(c3ccc(Cl)cc3)=NO2)CCNCC1 (stereo not given)
47. COc1ccc(C(=O)N/N=C/c2sc3ccccc3c2O)cc1
48. OC[C@@H]1CCCN1Cc1nc(-c2cccs2)no1
Compound,43,44,45,46,47,48
West Nile virus CPE,u,0.2%,0.1%,-1.7%,0.8%,-0.3%
PhoP inhibition,-1%,-3%,2%,13%,107µM*,-1%
RSV CPE inhibition,-0.4%,0.1%,1.5%,11%,-1.5%,0.9%
TNAP activators,1,x,1.1,x,0.9,1.1
CSM14.1 death rescue,-1.2%,x,x,x,-1.1%,-0.7%
Large T inhibition,1%,-1%,9%,10%,11%,5%
PMI inhibition,5%,x,-2%,x,13%,-14%
PMI inhibitors,-2%,x,-2%,x,8%,-15%
Insulin prom up,0.3,x,-0.13,x,-0.23,0.27
Insulin prom up cell count,1517,x,1240,x,1077,1323

An excerpt from above in order of the TNAP activators value, largest number first:
item | Compound | West Nile virus CPE | PhoP inhibition | RSV CPE inhibition | TNAP activators | Large T inhibition | PMI inhibition | PMI inhibitors
48 | OC[C@@H]1CCCN1Cc1nc(-c2cccs2)no1 | -0.3% | -1% | 0.9% | 1.1 | 5% | -14% | -15%
43 | COc1ccc(N2CCN(S(=O)(=O)c3ccc4c(c3)CCCC4)CC2)c([N+](=O)[O-])c1 | u | -1% | -0.4% | 1 | 1% | 5% | -2%
47 | COc1ccc(C(=O)N/N=C/c2sc3ccccc3c2O)cc1 | 0.8% | 107µM* | -1.5% | 0.9 | 11% | 13% | 8%

Source: PubChem BioAssay (several laboratories)
